High-throughput results as filed in PubChem.
APJ antagonist: antagonists of human APJ apelin receptor. P35414. inhibition, % at 20 µM. CHO-K1 APJ beta-arrestin complementation, luminescence. 0.32% of 330,000 active. AID 2521;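 active = inhibition above about 40% at 20 µM, limit read from the data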;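 also: cells challenged with 10 nM apelin-13 agonist together with compound; plate controls were apelin-13 plus DMSO wells for no effect and DMSO wells lacking apelin-13 for full effect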
Target sequence (P35414 whole entry, looked up): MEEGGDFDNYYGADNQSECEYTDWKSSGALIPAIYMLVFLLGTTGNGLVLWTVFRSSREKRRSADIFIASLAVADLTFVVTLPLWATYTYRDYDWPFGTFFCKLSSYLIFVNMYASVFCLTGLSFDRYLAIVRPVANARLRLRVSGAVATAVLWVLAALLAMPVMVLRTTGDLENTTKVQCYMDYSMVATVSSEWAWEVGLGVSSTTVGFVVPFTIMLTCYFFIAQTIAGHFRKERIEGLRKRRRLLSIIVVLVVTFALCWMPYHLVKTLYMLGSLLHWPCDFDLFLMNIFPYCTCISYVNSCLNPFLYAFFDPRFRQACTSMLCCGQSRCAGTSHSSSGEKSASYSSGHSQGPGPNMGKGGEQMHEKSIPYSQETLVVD
CXCR6 inh: blocks human CXCR6 beta-arrestin recruitment. O00574. CHO-K1 PathHunter CXCR6 beta-arrestin, luminescence. inhibition, % at 20 µM. 0.36% of 360,000 active; in the data active = inhibition above about 34%, passing the limit was not always enough;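 also: antagonist mode with CXCL16 agonist at 10 nM final; 0% = 10 nM CXCL16 with DMSO and 100% = unstimulated wells without agonist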
Gli-Sufu antag: Gli-Sufu pathway antagonism. 0.74% of 340,000 active. Sufu-KO-LIGHT fibroblasts, Gli luciferase reporter luminescence. inhibition, % at 5 µM;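 active = inhibition above about 55%, limit read from the data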;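 also: 0% = DMSO-treated cells and 100% = wells with medium but no cells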
CCR6 antag: CCR6 (human) receptor antagonism. P51684. CHO-K1 CCR6 PathHunter beta-arrestin, luminescence, CCL20-stimulated. 0.49% of 340,000 active. inhibition, % at 20 µM. AID 493098;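 active = compounds whose inhibition of the agonist-driven luminescence signal at 20 µM reaches about 50%, limit read from the data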;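 also: cells stimulated with CCL20 at 14 nM final; plate controls were DMSO with CCL20 for no effect and DMSO without agonist for full effect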
Target sequence (P51684 whole entry, looked up): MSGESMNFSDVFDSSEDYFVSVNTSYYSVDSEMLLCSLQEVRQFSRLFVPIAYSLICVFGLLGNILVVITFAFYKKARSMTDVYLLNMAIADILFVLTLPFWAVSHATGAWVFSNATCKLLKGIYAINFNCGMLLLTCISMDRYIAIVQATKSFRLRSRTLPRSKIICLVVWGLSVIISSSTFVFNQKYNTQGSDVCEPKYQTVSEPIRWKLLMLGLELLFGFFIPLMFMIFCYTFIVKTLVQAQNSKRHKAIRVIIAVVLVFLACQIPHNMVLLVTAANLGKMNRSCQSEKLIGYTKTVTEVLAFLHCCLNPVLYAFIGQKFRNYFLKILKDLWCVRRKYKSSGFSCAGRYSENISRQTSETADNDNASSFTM
APJ ag: agonists of human APJ apelin receptor; P35414; CHO-K1 APJ PathHunter beta-arrestin, luminescence; 0% DMSO wells, 100% apelin; activation, % at 20 µM; 0.11% of 330,000 active; AID 2520;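 active = activation more than six SD over the plate average, tested at 20 µM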;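 also: 0% = DMSO alone and 100% = apelin-13 at 10 nM; some results filed as inactive read as strong as hits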
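Assay system: CHO-K1 APJ beta-arrestin complementation cell line / Compound: single test compound dose, 20 µM final, 1% DMSO / Times: overnight seeding, 90 min compound at 25 °C, 1 h detection / Technique: beta-gal luminescence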
UBC13 polyUb: human UBC13 polyubiquitination inhibition. 0.47% of 330,000 active. P61088. AID 485273. UBC13 polyubiquitin chain formation, TR-FRET. inhibition, % at 20 µM; in the data active = inhibition above about 45%, passing the limit was not always enough
Target sequence (P61088 whole entry, looked up): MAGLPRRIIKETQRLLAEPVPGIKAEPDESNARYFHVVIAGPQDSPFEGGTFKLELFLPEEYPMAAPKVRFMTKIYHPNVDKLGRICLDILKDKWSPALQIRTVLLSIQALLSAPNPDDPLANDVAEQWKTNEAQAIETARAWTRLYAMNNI
ATG4B inhibitor: ATG4B (human) cysteine protease inhibition; AID 504462; inhibition, % at 8.33 µM; ATG4B cleavage of LC3-PLA2, NBD-HPC fluorescence, 1 h; Q9Y4P1; 0.51% of 340,000 active; in the data active = inhibition above about 40%
EBI2 block: antagonists of human EBI2 receptor. EBI2 beta-arrestin recruitment, luminescence, 7a,25-OHC stimulated. P32249. inhibition, % at 5 µM. 0.81% of 360,000 active; in the data active = inhibition above about 38%;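 also: enzyme fragment complementation signal reports receptor beta-arrestin coupling in cells; 0% = agonist plus DMSO wells and 100% = wells without agonist; some results beyond the cut were filed as inactive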
* hit, by the source's call; · = not tested or not shown.

SMILES	APJ antagonist	CXCR6 inh	Gli-Sufu antag	CCR6 antag	APJ ag	UBC13 polyUb	ATG4B inhibitor	EBI2 block
CC(C)(C)[C@H]1COC(=O)[C@H](NC(=O)OCC2c3ccccc3-c3ccccc32)C/C=C\C[C@@H](CC(=O)N[C@@H](CO)Cc2ccccc2)C(=O)N1	5	0	57*	7	-3	14	-11	-3
Cc1ccc(N2C(=O)CC(Cc3cc(C)cc(C)c3)C2=O)cc1 (centres undefined)	1	-9	-7	-2	3	17	-41	9
CC1CCN(c2ccc(-c3cccs3)nn2)CC1	8	5	10	8	-6	2	-7	-5
O=S(=O)(Nc1ncccn1)c1ccc(NC(=S)N2CCN(Cc3ccc(F)cc3Cl)CC2)cc1	5	-5	0	2	-6	-6	-5	-6
O=C(Cn1c(=O)[nH]c2ccccc2c1=O)Nc1ccc2c(c1)OCCO2	-12	-5	9	-5	8	-8	-6	-8
CCOC(=O)c1cnc(-n2nc(C)cc2C)nc1NNc1nc(-c2ccccc2)cc(-c2ccccc2)n1	8	11	37	12	-1	-22	8	-8
CCCC(=O)Nc1ccc(Cl)c(NC(=O)c2ccco2)c1	6	-3	4	12	-5	3	-3	-11
CC1(C)C(CO)=CC(=O)C2=C1SCC(=O)N2	-25	-4	20	1	2	-18	-10	3
O=C(N1CCOCC1)N1CCN(C(=O)N(c2ccccc2)c2ccccc2)CC1	15	0	2	5	-8	6	-12	-8
CN1CCN(C2=C(Cl)C(=O)N(CCc3ccccc3)C2=O)CC1	-5	-2	-16	10	1	-12	-11	3
CN(C)C(=O)c1sccc1Oc1ccc(F)cc1[N+](=O)[O-]	3	5	-6	10	1	-1	-7	-1
CS(=O)(=O)N(CC(=O)N1CCN(c2ccccc2)CC1)Cc1ccc(Cl)cc1	14	0	14	2	-1	5	-12	3
Cc1ccc(-c2nnc(SCC(=O)N/N=C/c3ccc(C(=O)O)cc3)n2C2CCCCC2)cc1	-10	0	33	4	5	0	11	3
CN(C)S(=O)(=O)c1cccc(NC(=O)COc2nc3ccccc3nc2N2CCOCC2)c1	8	6	16	5	1	-4	-6	6
COc1cccc(C(=O)OCC(=O)Nc2sc3c(c2C(N)=O)CCC3)c1O	0	10	-1	12	-4	-11	6	4

Laid out differently: 2 of the compounds above.
molecule,APJ antagonist,CXCR6 inh,Gli-Sufu antag,CCR6 antag,APJ ag,UBC13 polyUb,ATG4B inhibitor,EBI2 block
CC(C)(C)[C@H]1COC(=O)[C@H](NC(=O)OCC2c3ccccc3-c3ccccc32)C/C=C\C[C@@H](CC(=O)N[C@@H](CO)Cc2ccccc2)C(=O)N1,5,0,57*,7,-3,14,-11,-3
CCCC(=O)Nc1ccc(Cl)c(NC(=O)c2ccco2)c1,6,-3,4,12,-5,3,-3,-11

(next part)
SMILES	APJ antagonist	CXCR6 inh	Gli-Sufu antag	CCR6 antag	APJ ag	UBC13 polyUb	ATG4B inhibitor	EBI2 block
CC(=O)N1CCC(=NNC(=O)CSc2cc(C)c(Br)cc2C)CC1	2	-2	-17	-8	-1	-13	5	-3
CCOc1ccc(CNC(=O)CCn2c(=O)oc3ccccc32)cc1OC	-24	2	6	1	2	-20	-7	-6
Cc1[nH]c2ccc(F)cc2c1CCN(Cc1cccnc1)C(=S)NC(C)(C)C	6	0	19	14	0	8	-11	7
O=C(CN1CCc2cc3c(cc2C1)OCCCO3)Nc1cccc(Br)c1	-3	1	-3	15	-2	3	-3	-6
Cn1ncc2c(N)nc(NCCO)nc21	·	-6	2	-5	·	·	-6	2
COc1cc2c(cc1OC)CN(C(C)C(=O)Nc1ccc(NC(C)=O)cc1)CC2 (centres undefined)	-5	-2	1	3	0	5	3	0
COc1cc(NC(=O)c2noc(C)c2[N+](=O)[O-])c(OC)cc1Cl	-66	-11	6	-6	6	3	-2	-13
CN(C)CCCNC(=O)c1ccc(=O)[nH]n1	10	-3	-6	7	-2	5	-3	2
Cc1cc(N2CCOCC2)n2nc(C)c(-c3ccccc3)c2n1	-29	5	-10	7	-1	-5	7	-9
O=C1[C@@H](Oc2ccccc2)[C@@H](c2cnc3ccccc3c2)N1c1ccccc1	·	13	3	18	·	·	2	14
COc1ccc(NC(=O)c2ccc(=O)[nH]c2)cc1S(=O)(=O)N1CCOCC1	11	11	4	1	-1	4	-4	-4
O=C(CN(Cc1ccccc1)S(=O)(=O)c1ccc2c(c1)OCCO2)Nc1ccc2c(c1)OCCO2	-34	2	-43	12	-2	8	-5	-22
Cn1c(-c2ccc3c(c2)OCO3)cnc1NC(=O)CCC(=O)NCCc1ccccc1	-2	-2	-11	2	-1	7	-8	-6
COc1ccc(CNC(=O)c2noc3c2CCCCC3)cc1	-8	0	-26	7	-3	5	-6	2
CCCOc1ccc(S(=O)(=O)NNC(=O)c2cc3ccccc3o2)cc1	3	-4	0	12	1	-13	-10	-11
COC(=O)Cn1ncc(N2CC(C)OC(C)C2)c(Cl)c1=O (centres undefined)	1	6	0	-3	0	2	-3	-5
COc1ccc(S(=O)(=O)N2CCC(O)(c3ccc4c(c3)OCO4)CC2)cc1	8	3	-8	0	-1	5	6	-3
CCOC(=O)C1(Cc2ccccc2)CCN(Cc2csc(C(C)=O)c2)CC1	8	-1	35	1	-3	6	-5	8
COc1ccc(Cn2nnnc2CN2CCOCC2)cc1	-3	8	-4	-9	1	-4	-10	-5
Cc1ccc2nsnc2c1N	6	0	-3	5	-3	-25	-3	-8
CCOC(=O)N1CCC(N2Cc3cccc(C(=O)NCc4ccc(C)cc4)c3C2=O)CC1	1	3	7	18	-3	-6	-2	-3
CN(C)c1ccc(NC(=S)N2CCN(c3ncc(C(F)(F)F)cc3Cl)CC2)cc1	8	-12	-13	3	-1	7	-5	5
CC(C)(CNC(=O)c1cccc(S(=O)(=O)Nc2ccc(SC(F)F)cc2)c1)N1CCOCC1	·	-4	2	6	·	·	-14	-5
Cc1cc(C)nc(N/N=C/c2ccc3c(c2)OCCO3)n1	-27	-4	-13	5	-4	-3	0	-7
CCN(CC)C(=O)C1CC(=O)OC1(C)C (centres undefined)	18	4	-4	-12	2	-5	3	3
O=[N+]([O-])c1ccc(CNc2ccc(F)cc2)s1	-8	1	27	17	1	-4	1	-2
c1ccc(-c2csc(Nc3nc(N4CCOCC4)nc(N4CCOCC4)n3)n2)cc1	0	-3	10	-6	5	6	-13	50*
C=CCNc1sc(C(=O)c2ccccc2)c(N)c1C#N	25	1	-4	-2	-2	-3	2	8
O=C(NCc1ccccc1)Nc1cccn(Cc2cccc(F)c2)c1=O	-3	-3	38	15	0	14	19	-1
O=P(NCc1ccccc1)(OCc1ccccc1)OCc1ccccc1	·	-4	1	12	·	·	12	-5
O=C(CCCCC(=O)OCC1COCO1)OCC1COCO1 (centres undefined)	·	-3	-1	5	·	·	-1	-8
COc1ccccc1C(=O)N(Cc1ccccc1)c1ccc(C)cc1	15	-8	5	15	-1	-9	3	-6
O=C(Nc1ccc(O)c2c(=O)cc(-c3ccccc3Cl)oc12)c1ccc(F)cc1	17	8	-52	14	-4	5	-8	-3
COc1cc(OC)cc(C(=O)NNC(=O)CN2C(=O)NC(C)(c3ccccc3)C2=O)c1 (centres undefined)	26	-8	-11	6	-1	-3	5	-2
COc1ccc(OC)c(C2C(C(=O)c3cccs3)=C(O)C(=O)N2CCN2CCOCC2)c1 (centres undefined)	6	0	5	-6	-2	-12	0	0
O=[N+]([O-])c1ccccc1O[C@@H]1O[C@H](CO)[C@H](O)[C@H](O)[C@H]1O	10	0	-3	4	-5	-7	10	-4
COCc1c(C(N)=O)nnn1-c1nonc1N	0	-5	-8	0	0	3	-2	-4
O=C1CCCc2c1cc(C(=O)Nc1ccc(Cl)cn1)c(=O)n2-c1ccccc1	-20	5	5	1	9	-3	-13	-9
CC(C)[C@H](NC(=O)c1cccc(S(=O)(=O)N2CCOCC2)c1)C(=O)OCC(=O)Nc1cccc(Br)c1	·	3	-17	10	·	·	-18	4
CC1CC(C)(C)N2C(=O)C3(Nc4ccccc4S3)c3cccc1c32 (centres undefined)	19	1	-6	0	-1	-7	25	-6
O=[N+]([O-])c1cccc(-c2nc3ccc([N+](=O)[O-])cc3[nH]2)c1	4	-4	-32	16	1	-1	-5	8
CN1CCN(c2ccc(S(=O)(=O)N3CCCCC3)cc2NC(=O)COc2ccc(F)cc2)CC1	7	2	26	7	0	7	34	-3
COc1ccccc1C(=O)NCCC(=O)NCCOc1ccccc1	0	6	6	-3	-4	-4	-5	1
Cc1nn(-c2ccccc2)c(N2CCCC2)c1/C=N/Nc1ccc(S(=O)(=O)Nc2ccccc2)cc1[N+](=O)[O-]	11	26	25	45	-6	-53	-6	24
CN(c1ccccc1)c1nc(N)c([N+](=O)[O-])c(N2CCCC2)n1	9	9	-9	15	-5	0	-10	-3

Four compounds from above, ordered by their value in CCR6 antag, largest number first:
| molecule | CCR6 antag |
| --- | --- |
| Cc1nn(-c2ccccc2)c(N2CCCC2)c1/C=N/Nc1ccc(S(=O)(=O)Nc2ccccc2)cc1[N+](=O)[O-] | 45 |
| CN1CCN(c2ccc(S(=O)(=O)N3CCCCC3)cc2NC(=O)COc2ccc(F)cc2)CC1 | 7 |
| O=[N+]([O-])c1ccccc1O[C@@H]1O[C@H](CO)[C@H](O)[C@H](O)[C@H]1O | 4 |
| COc1ccccc1C(=O)NCCC(=O)NCCOc1ccccc1 | -3 |

Other results.
SMILES	APJ antagonist	CXCR6 inh	Gli-Sufu antag	CCR6 antag	APJ ag	UBC13 polyUb	ATG4B inhibitor	EBI2 block
CN(CC(=O)Nc1ccc(F)c(F)c1F)C(=O)CN1C(=O)NC2(CCCC2)C1=O	7	-2	-3	-2	-3	2	-1	-7
CCC(C)(C)NC(=O)C(c1ccncc1)N(C(=O)c1sc(C)nc1C)c1ccc(F)cc1 (centres undefined)	21	-4	13	-6	-3	-4	3	3
Cn1cc(/C=C2\SC(=O)NC2=S)c2ccccc21	29	36	0	53*	-5	-182	-8	4
Fc1ccc(Nc2nc3ccccc3s2)cc1	-11	4	-28	17	-3	2	-5	-7
Cc1noc(C)c1S(=O)(=O)N1CCCC(C(=O)NCCC2=CCCCC2)C1 (centres undefined)	7	-1	6	6	-1	10	-16	6
CC1CC(C)CN(CCCNC(=O)CC2Oc3ccccc3NC2=O)C1 (centres undefined)	-5	-2	2	6	-3	-7	-3	-8
COc1ccc(Cl)c2sc(N3CCN(C(C)=O)CC3)nc12	7	6	-1	-4	-3	6	4	-5
COc1ccc(NC(=O)c2ccc([N+](=O)[O-])s2)c([N+](=O)[O-])c1	-75	-5	1	-4	4	-14	1	-1
N=c1c(C(=O)NCc2ccco2)cc2c(=O)n3ccccc3nc2n1Cc1ccccc1	-5	10	13	16	-4	-30	-4	2
C[C@]12C(=O)N(c3ccc(Cl)cc3)C(=O)N1[C@H]1c3ccccc3OC[C@@H]1[C@H]2c1ccccc1	-17	7	0	6	11	-12	3	-15
CCc1cccc(CC)c1-n1c(SCC(=O)c2c(N)n(C)c(=O)n(C)c2=O)nnc1-c1cccnc1	14	-6	-1	8	0	17	2	-11
CCc1cccc2c1NC(=O)[C@]21[C@@H]2C(=O)N(Cc3ccccc3)C(=O)[C@@H]2[C@@H]2CCCN21	-5	0	8	-9	2	-5	-21	1
CCCc1cc(=O)[nH]c(SCC(=O)Nc2sc(C(N)=O)c(C)c2C(=O)OCCOC)n1	-30	1	20	13	-3	-8	-10	-3
COCCCNC(=O)CC1C[C@H](C(=O)N2CCCCC2)[C@@]2(CCc3ccccc3)c3[nH]c4ccccc4c3CCN2C1=O (some centres undefined)	2	2	-3	12	-1	14	-5	4
CCOc1ccc2c(c1)-c1c(ssc1=S)C(C)(C)N2C(=O)c1ccco1	26	22	0	26	-4	-26	-4	37
CC(C)=CCN1CCN(Cc2ccc(C#CC(C)(C)O)s2)CC1CCO (centres undefined)	-1	1	3	8	-3	4	10	3
CC1CCCCC1NC(=O)/C(C#N)=C/c1ccc(OCC(N)=O)cc1 (centres undefined)	9	-1	2	11	2	4	10	3
CC(NC(=O)COC(=O)C1CCN(S(=O)(=O)c2ccccc2C(F)(F)F)CC1)c1ccccc1 (centres undefined)	-9	-5	2	13	2	-5	-11	-5
O=C(Cc1ccccc1)c1ccc2c(c1)OCCO2	12	-4	13	17	-2	2	-2	4

No enrichment for hits (roughly 3% active in at least one column).
